# High-throughput results from PubChem BioAssay.
# A549 tox: A549 cytotoxicity, counter-screen for Nrf2 inhibitors; A549 ARE-Fluc cells, CellTiter-Fluor viability, 18-24 h; AID 504648; hit rate 0.16% among 390,000; Potency, µM (top dose mostly 46 µM), for inactives: at the top dose activity change, negative = cytotoxicity, usual class: inhibitors; note: potency is the fitted concentration of half-maximal effect; % is set by controls: 0 for no effect and ±100 for the full control effect
#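 Cytotoxicity counterscreen: CellTiter-Fluor fluorescence was measured in A549 ARE_Fluc cells after 18-24 h of compound exposure in a concentration series. The subsequent BugLite luminescent read reports ARE-luciferase activity.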
# Nrf2 activator: activators of Nrf2 (ARE) signaling | AREc32 ARE-luciferase reporter (MCF7-derived line), luminescence, 24 h | hit rate 0.31% among 410,000 | Potency, µM (highest dose often 46.1 µM), inactives show at the highest dose activation, usual class: activators; note: potency is the fitted concentration of half-maximal effect; % of control where 0% means no effect; nearly all actives have a fitted effect of over 65% in size
#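 Each well held 1000 AREc32 cells, which were incubated with compound for 24 hr at 37 deg C after overnight attachment, and ARE reporter activity was quantified by firefly luciferase luminescence.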
# TGFb SMAD3 inh: blocks TGF-b signaling. hit rate 1.2% among 410,000. HepG2 CAGA-GFP TGF-b/SMAD3 reporter, GFP fluorescence, 18 h; TGF-beta stimulated, 500 pg/mL final. Potency, µM (highest dose often 46.1 µM), inactives show top-dose activity, negative = inhibition, actives largely listed as inhibitors; note: potency is the fitted concentration of half-maximal effect; % is set by controls: 0 for no effect and ±100 for the full control effect; nearly all actives have a fitted effect of over 65% in size
#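 Cell-based qHTS in HEPG2 carrying a CAGA-GFP Smad reporter; compounds added before 500 pg/mL final TGF-beta, 18 h incubation at 37 degrees C, GFP fluorescence quantified per cell by imaging cytometry.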
# pAkt inh: blocks phosphorylation of Akt. Neuro2A IGF-stimulated pAkt S473 HTRF, 20 min; stronger effect = lower value. activity change, % for hits at 50 µM. hit rate 0.32% among 360,000. AID 651550; in the data active = activity change below about -80%; inconclusive = mostly about -51% to -80%; note: % is set by controls: 0 for no effect and ±100 for the full control effect
#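 Single-point screen (50 µM final compound) in Neuro2A cells stimulated 20 min with 6 nM IGF at 37 deg C. After lysis, Ser473-phosphorylated Akt read by HTRF (ex 330 nm, em 615/665 nm) as the 665/615 ratio.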
# MmCpn inh: blocks the Methanococcus maripaludis chaperonin Mm-Cpn; purified Mm-Cpn ATPase, ADP Transcreener TR-FRET; Potency, µM (highest dose often 76.9 µM), without a hit: top-dose activity, negative = inhibition, actives largely listed as inhibitors; hit rate 0.031% among 330,000; AID 504842; note: potency is the fitted concentration of half-maximal effect; % is set by controls: 0 for no effect and ±100 for the full control effect; nearly all actives have a fitted effect of over 80% in size
#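 ATP (10 uM final) was added to archaeal chaperonin (25 nM final) after 10 min exposure to test compound at 37°C; after 30 min further incubation, ADP was detected by competitive TR-FRET.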
# Nrf2 inh: Nrf2 pathway inhibition; A549 ARE-Fluc reporter, luciferase luminescence, 18-24 h; Potency, µM (highest dose often 46 µM), inactives show at the top dose activity change, negative = inhibition, most hits filed as inhibitors; hit rate 2.1% among 360,000; note: potency is the fitted concentration of half-maximal effect; % is set by controls: 0 for no effect and ±100 for the full control effect; nearly all actives have a fitted effect of over 60% in size
#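 Two sequential reads on A549 ARE_Fluc cells exposed to compound for 18-24 h: a CellTiter-Fluor fluorescence read for viability, then a luciferase luminescence read for Nrf2/ARE activity.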
# EPAC2 agonist: EPAC2 (human) agonism | Q8WZA2 | Potency, µM (highest dose often 154 µM), inactives show at the top dose activation, hits mostly activators | EPAC2 activation, biochemical qHTS; response scale: 100% = 6.5 mM cAMP response | hit rate 0.079% among 360,000; note: potency is the fitted concentration of half-maximal effect; nearly all actives have a fitted effect of over 50% in size
# Target sequence (Q8WZA2 whole entry, looked up): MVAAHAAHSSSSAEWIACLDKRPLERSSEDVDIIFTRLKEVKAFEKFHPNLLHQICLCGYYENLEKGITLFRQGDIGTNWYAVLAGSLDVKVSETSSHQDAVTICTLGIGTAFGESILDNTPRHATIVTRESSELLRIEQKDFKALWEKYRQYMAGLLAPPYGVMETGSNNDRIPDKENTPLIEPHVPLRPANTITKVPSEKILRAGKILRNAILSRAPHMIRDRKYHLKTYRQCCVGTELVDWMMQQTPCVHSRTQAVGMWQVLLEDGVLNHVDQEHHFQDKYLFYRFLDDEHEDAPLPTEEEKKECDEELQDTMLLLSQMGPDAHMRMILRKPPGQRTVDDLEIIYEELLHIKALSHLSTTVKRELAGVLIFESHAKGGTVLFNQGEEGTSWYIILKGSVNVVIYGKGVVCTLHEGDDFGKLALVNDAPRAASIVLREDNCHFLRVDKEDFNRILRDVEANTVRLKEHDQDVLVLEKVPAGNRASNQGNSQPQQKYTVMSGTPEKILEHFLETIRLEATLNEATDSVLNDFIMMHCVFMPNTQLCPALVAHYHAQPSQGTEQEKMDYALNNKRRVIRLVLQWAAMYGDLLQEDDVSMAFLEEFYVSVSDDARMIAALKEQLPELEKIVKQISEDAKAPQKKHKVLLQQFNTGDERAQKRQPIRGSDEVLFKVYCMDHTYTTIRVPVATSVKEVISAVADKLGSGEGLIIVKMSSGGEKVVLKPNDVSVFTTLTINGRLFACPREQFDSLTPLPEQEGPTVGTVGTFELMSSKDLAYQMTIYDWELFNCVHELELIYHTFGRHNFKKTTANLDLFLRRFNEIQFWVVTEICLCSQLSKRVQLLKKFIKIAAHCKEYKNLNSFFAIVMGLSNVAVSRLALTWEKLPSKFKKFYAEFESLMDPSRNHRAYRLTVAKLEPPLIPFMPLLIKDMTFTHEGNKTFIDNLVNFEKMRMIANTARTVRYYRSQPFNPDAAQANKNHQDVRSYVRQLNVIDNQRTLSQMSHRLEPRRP
#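 qHTS, titration series. 100 nM EPAC2 / 250 nM Rap1B-BODIPY-GDP / 50 uM GDP; RT; ex 480/em 540 nm, 5-min reads to 30 min. Norm. to 6.5 mM cAMP = activation.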
# EPAC2 antag: EPAC2 (human) antagonism; Q8WZA2; EPAC2 GEF exchange of Rap1B-BODIPY-GDP, fluorescence; Potency, µM (series often up to 114 µM), for the others: at the top dose activity, negative = inhibition, usual class: inhibitors; hit rate 0.18% among 360,000; AID 720708; note: potency is the fitted concentration of half-maximal effect; % is set by controls: 0 for no effect and ±100 for the full control effect; nearly all actives have a fitted effect of over 45% in size; many of its hits are not listed in these tables
# CCT chaperon mod: cytosolic chaperonin activity modulation. AID 651819. activity change, % (concentration not given with the values), hits read low. hit rate 0.3% among 360,000. purified chaperonin ATPase assay, HTRF ADP detection, 30 min; in the data active = activity change below about -30%; note: % is set by controls: 0 for no effect and ±100 for the full control effect
#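 First, chaperonin was dispensed at 40 nM or 20 nM final depending on batch activity. Next, compounds were pinned at 76 uM and ATP added at 10 uM. After 30 min at 37 °C, ADP detection reagents ran 30 min at ambient temperature.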
# * marks the source's active call; other numbers are inactive results; i = inactive; ? = inconclusive; . = no result given; & = joins results of further samples; [ ] = dose if it differs, or a comment. Unless noted, calls come from the whole dose curve; as a rule, active = well fitted curve in the direction sought with a large enough effect; inconclusive = small, poorly fitted or top-dose-only effect, or another doubt; inactive = no such curve, though single readings can be large; an effect the other way counts as inactive or inconclusive. This is a subset, so the mix of outcomes need not match the whole.
canonical_smiles,A549 tox,Nrf2 activator,TGFb SMAD3 inh,pAkt inh,MmCpn inh,Nrf2 inh,EPAC2 agonist,EPAC2 antag,CCT chaperon mod
COc1ccc(-c2nn(CCC#N)cc2C(=O)Nc2cccc(C(=O)O)c2)cc1[N+](=O)[O-],-8.0%,3.2%,5.1%,i,-1.5%,5.6%,11.3%,1.9%,-0.1
O=C(O)Cc1ccc(NC(=O)Nc2cccc(Cl)c2)cc1,-4.2%,-0.4%[9.22 µM],6.1%,i,1.4%,2.4%,-0.1%,-6.9%,1.0
O=C(O)c1cc(-c2ccc3c(c2)OCO3)nc2ccc(Cl)cc12,-0.7%,3.1%,-1.6%,i,-1.4%,21.3%,5.1%,6.5%,-1.8
COC(=O)[C@@H]1C[C@@]2(O)[C@@H](O)[C@@H](O)[C@@H](O)C[C@H]2N1Cc1ccc(Cl)cc1,-2.4%,0.1%,-0.4%,i,0.4%,-6.5%,-3.5%,2.5%,-3.0
COc1cc(NC(=O)c2ccc(-c3cccnc3)c3ccoc23)cc(OC)c1OC,.,5.2%,8.1%,i,.,.,9.2%,-16.0%,-3.5
CC(=O)Nc1ccc(NC(=O)c2c(C)nn(-c3ccccc3)c2Cl)cc1C,-0.6%,0.2%,-2.5%,i,-0.9%,16.9%,9.6%,4.0%,-3.0
O=C(NN=Cc1ccccc1O)C(O)c1ccccc1 (centres undefined),-2.5%,-0.1%,0.0%,i,.,-21.1%,-2.5%,6.4%,-1.4
C=CCN(c1ccccc1)S(=O)(=O)c1cccc(C(=O)Nc2nnc(SCC)s2)c1,-8.9%,2.3%,0.0%,i,-8.0%,?,6.6%,-2.2%,-1.0
CCCCNC(=S)Nc1cccc(S(=O)(=O)NC2=NCCC2)c1,1.7%,0.3%,-7.7%,i,1.0%,4.5%,4.6%,24.5%,-3.5
COc1ccccc1NC(=O)c1ccc(C(=O)c2ccccc2)o1,2.3%,6.5%,-2.1%,i,-0.3%,-10.1%,8.8%,8.6%,-1.5
Cc1ccc(OCC(=O)N2CCN(c3ccc([N+](=O)[O-])c(N4CCOCC4)c3)CC2)cc1,-2.4%,6.8%,-9.0%,.,?,7.1%,14.8%,-5.2%,0.3
O=C(NC1CCN(S(=O)(=O)c2cccc([N+](=O)[O-])c2)CC1)C1CCCCC1,0.9%,-0.3%,-11.1%,i,-0.1%,5.1%,7.6%,1.3%,-2.6
CC(=O)C(Sc1ccc2nnc(-c3ccncc3)n2n1)C(C)=O,-7.0%,-2.1%,?,i,-3.3%,-26.4%,19.7%,-0.4%,-1.2
CCOC(=O)C1CCN(C(=O)CC2(CC(=O)O)CCCC2)CC1,-3.4%,0.3%,9.2%,i,0.4%,12.3%,0.2%,1.5%,0.6
COc1ccc(CCNC(=O)CSc2nc(C)nc3c2oc2ccccc23)cc1OC,1.3%,-0.4%,20.5%,i,-4.1%,.,4.4%,-0.6%,0.6
CC1(C(=O)NCc2cccs2)CCN1C(=O)Cc1cccc2ccccc12 (centres undefined),.,-0.3%,-6.8%,i,.,.,14.3%,12.0%,-2.2
CCN1CCN(CC(=O)Nc2ccc(C)cc2C)C(=O)C1=O,-5.3%,0.4%,0.8%,i,0.7%,-5.5%,5.2%,7.6%,1.0
O=S(=O)(c1ccc(-c2csc(-c3cccnc3)n2)cc1)N1CCOCC1,0.0%,2.8%,1.0%,i,-1.3%,-29.7%,15.5%,0.8%,1.0
CC1CCCC(NC(=O)COC(=O)c2cccc(S(=O)(=O)N3CCCCC3)c2)C1C (centres undefined),0.6%,0.2%,4.8%,i,0.1%,6.2%,-2.7%,2.2%,-1.6
CCOc1ccccc1NC(=O)CCc1nnc2ccc(N3CCC4(CC3)OCCO4)nn12,2.3%,1.9%,27.6%,i,-3.9%,-2.9%,12.2%,14.5%,-0.8
O=C(Nc1cc(C(F)(F)F)ccc1-n1cncn1)C1CC1,1.1%,0.1%,-9.3%,i,-2.3%,-0.8%,19.4%,1.2%,0.5
CNC(=O)CSCc1cnn(-c2ccccc2)c1-n1cccc1,-2.3%,-0.2%,4.8%,i,-0.5%,5.2%,-2.6%,3.7%,-1.2
CCSC1=C(C#N)C(CC(C)C)C2=C(CCCC2=O)N1 (centres undefined),0.1%,-0.3%,-5.1%,i,-3.3%,9.6%,1.7%,-18.3%,-3.0
O=C(OCC(=O)c1cccc2ccccc12)c1ccc(CO)cc1,-2.4%,4.2%,12.5%,i,-0.5%,-21.6%,9.0%,-0.9%,-1.7
CCOc1cc(CN2CCN(Cc3ccc(C)o3)C(CCO)C2)ccc1OC (centres undefined),-1.7%,2.5%,-15.3%,i,1.4%,?,9.2%,7.1%,-0.9
C[C@H](NC(=O)C1CC(=O)N(c2ccc(F)cc2)C1)C(=O)N1CCCCC1 (some centres undefined),-1.3%,-0.5%,1.5%,i,0.4%,0.0%,1.2%,-7.0%,-3.1
COc1ccc(NC(=O)CN(C)C(=O)/C=C/c2ccc(OCc3ccccc3)cc2)cc1,-19.8%,2.1%,-22.5%,i,3.2%,?,-0.9%,1.2%,0.4
CCCCC(=O)Nc1nnc(SCC(=O)NC2CCCC2)s1,-6.4%,0.2%,-9.0%,i,0.8%,-3.1%,5.3%,-2.9%,0.9
Cc1ccc(NC(=O)NCCSc2ccc(C)cc2)cc1,-0.3%,-0.6%,4.2%,i,1.1%,6.0%,2.5%,9.7%,-1.2
CCCNC(=O)CCC(NS(=O)(=O)c1ccc(C)cc1)C(=O)NCCC (centres undefined),-3.0%,-0.3%,-2.4%,i,1.2%,5.5%,-2.0%,11.5%,-0.9
Cc1cccc(C)c1NC(=O)Cn1cc(C=O)c2ccccc21,2.4%,2.2%,-22.7%,i,-3.0%,1.9%,3.1%,2.0%,0.9
NC(=O)c1cn(-c2ccccc2)nc1-c1cc2ccccc2oc1=O,-5.1%,0.5%,3.1%,i,2.0%,6.9%,2.6%,-0.8%,-3.2
COc1cccc(NC(c2nnc(-c3ccccc3)o2)c2ccc(F)cc2Cl)c1 (centres undefined),-7.2%,2.4%,-20.7%,.,.,?,.,.,.
COc1cccc(COC(=O)c2ccc3c(c2)NC(=O)C(C)S3)c1OC (centres undefined),0.5%,6.5%,-9.5%,i,-0.9%,-11.0%,-7.6%,-5.2%,-3.3
O=C(NCC1COCCO1)c1cc(COc2c(F)cccc2F)on1 (centres undefined),4.9%,-0.5%,-12.8%,i,0.9%,0.4%,12.4%,-4.3%,0.4
CCC(=O)Nc1ccc(Cl)c(NC(=S)NC(=O)COc2ccc(Cl)cc2)c1,-0.7%,0.0%,-16.3%,i,-8.6%,-11.8%,-3.1%,10.6%,-3.0
CCOc1ccc(CC(=O)NNC(=S)NC)cc1,0.3%,-0.5%,3.6%,i,-0.1%,6.9%,21.2%,9.7%,3.0
C#CCOCCOCCOCCNc1nc(N2CCOCC2)nc(N2CCN(C(=O)[C@H](CCCCN)n3cc(CN)nn3)CC2)n1,0.5%,0.4%,4.3%,i,2.2%,19.2%,7.3%,4.5%,0.2
COCCNC(=O)C1(C)CCCN(C(=O)c2ccco2)C1 (centres undefined),.,-1.0%[9.22 µM],-5.9%,i,.,.,12.5%,7.4%,-0.4
CCOC(=O)C[C@H]1c2ccccc2S(=O)(=O)N1Cc1cc(OC)c(OC)c(OC)c1,0.6%,-0.8%,0.6%&-13.4%,i,.,-12.6%,8.2%,-8.3%,-2.5
COc1ccc(NC(=O)Cn2cnc3c(cnn3-c3ccc(C)c(C)c3)c2=O)c(OC)c1,-4.7%,-0.5%,1.0%,i,-0.8%,?,-8.1%,10.2%,0.8
Cc1oc2ccc(OCC(N)=O)cc2c1C(=O)OC(C)C,5.2%,1.6%,-2.0%,i,2.1%,5.1%,-1.6%,-16.4%,-2.4
O=C(Nc1ccc2c(c1)C(=O)OC2)Nc1cccc2ccccc12,4.3%,-0.3%,2.7%,i,1.7%,10.0%,11.6%,-11.0%,-4.6
COCCC(=O)N1CCCC(N2CCN(c3ccc(F)cc3)CC2)C1 (centres undefined),0.6%,0.0%,5.3%,i,1.9%,4.5%,5.4%,-2.5%,-3.4
Cc1nn(-c2ccccc2)nc1C(=O)Nc1ccc2[nH]ncc2c1,-1.0%,-0.4%,-20.6%,i,-6.6%,-12.2%,1.6%,-3.4%,-1.5
CCCc1cc(C(=O)NCc2ccco2)no1,-3.0%,4.1%,-11.8%,i,?,?,7.7%,1.9%,-1.3
CCOC(=O)[C@]12CCCC=C1N(Cc1ccco1)C(=O)[C@H](CC(=O)N1CCOCC1)C2,.,-0.9%,.,i,.,.,1.1%,2.6%,1.5
CC(=O)NNc1[nH]c2c(c(=O)c1[N+](=O)[O-])c(=O)n(C)c(=O)n2C,-11.2%,-0.7%,3.0%,i,-0.7%,-2.6%,3.1%,6.6%,-0.5
O=C(CNCc1ccccc1)Nc1ccc(Oc2ccccc2)cc1,-1.0%,3.0%,0.2%,i,1.2%,?,14.9%,-20.0%,1.2
O=C(C1CCN(S(=O)(=O)c2ccccc2)CC1)N1CCN(Cc2ccc3c(c2)OCO3)CC1,1.7%,-0.4%,-24.2%,i,-1.8%,-19.4%,10.7%,-2.1%,0.5
O=c1[nH]c(N2CCN(Cc3ccccc3)CC2)nc2c1CCC2,1.4%,-0.3%,2.8%,i,1.3%,-20.9%,12.0%,6.7%,-3.2
CC(=O)Nc1ccc(C(=O)OCC(=O)c2ccc(S(=O)(=O)N3CCCCC3)cc2)cc1,9.7%,0.5%,-11.9%,i,-7.5%,0.2%,4.9%,-13.8%,-2.1
CCC(C)C(=O)Nc1nnc(SCC(=O)Nc2ccccc2F)s1 (centres undefined),-4.9%,0.3%,?,i,4.8%,-12.7%,-2.6%,-7.4%,0.2
